Screening data: PubChem, several laboratories
SUMO1 PPI mod: modulators of SUMO1 protein-protein interactions, primary screen, biochemical, uHTS | Small ubiquitin-related modifier 1 (Homo sapiens), P63165 | SUMO1 binding to a labelled peptide, TR-FRET, 1 h | inhibition, % at 20 µM | 360,000 tested, 0.33% active | AID 602429, 2012; in the data active means inhibition above about 37%
Target sequence (P63165 whole entry, looked up): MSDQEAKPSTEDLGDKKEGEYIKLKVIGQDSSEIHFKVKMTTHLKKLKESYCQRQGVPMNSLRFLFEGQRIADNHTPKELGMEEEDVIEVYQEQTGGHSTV
TbMetRS inhib: T. brucei MetRS inhibitors, primary screen, biochemical, luminescence; purified T. brucei MetRS, ATP depletion, Kinase-Glo luminescence; inhibition, % at 11.9 µM; 360,000 tested, 0.4% active;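 active means inhibition above a per-plate cutoff of the control wells' mean inhibition plus 3 SD, cut at about 5.5% in these data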;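 further: 0% = DMSO wells median and 100% = median of wells with control inhibitor compound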
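Test system: purified T. brucei MetRS enzyme. Also added: ATP, methionine and E. coli bulk tRNA substrates. Compound: 11.9 µM single point. Schedule: 15 min enzyme-compound preincubation, 2 h reaction, 10 min detection, 25 °C. Signal: luciferase luminescence of residual ATP, Kinase-Glo. Evaluation: percent inhibition versus plate control medians. Controls: DMSO wells, low control.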
Rpn11 block: Rpn11 (PSMD14) deubiquitinase inhibitors, primary screen, biochemical, fluorescence polarization, uHTS; 26S proteasome non-ATPase regulatory subunit 14 (Homo sapiens), O00487; calls only at 20 µM; human 26S proteasome, Ub4-pepOG fluorescence polarization; 20S core pre-blocked with epoxomicin; AID 588493, 2011; 360,000 tested, 0.59% active;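 active means inhibition at 20 µM, scaled to each plate's controls, above about 33%, limit read from the data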
Target sequence (O00487 whole entry, looked up): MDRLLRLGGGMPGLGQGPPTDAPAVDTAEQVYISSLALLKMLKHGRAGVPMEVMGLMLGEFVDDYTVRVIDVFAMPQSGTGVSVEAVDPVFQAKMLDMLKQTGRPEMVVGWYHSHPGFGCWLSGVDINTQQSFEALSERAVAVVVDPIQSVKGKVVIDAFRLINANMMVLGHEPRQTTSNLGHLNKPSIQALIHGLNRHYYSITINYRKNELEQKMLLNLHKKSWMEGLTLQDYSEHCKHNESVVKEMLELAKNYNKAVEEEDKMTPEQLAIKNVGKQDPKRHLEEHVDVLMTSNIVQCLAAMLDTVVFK
Scp1 inh: Scp-1 phosphatase inhibitors, primary screen, biochemical, colorimetric, uHTS; Carboxy-terminal domain RNA polymerase II polypeptide A small phosphatase 1 (Homo …; Recombinant Scp1, phosphopeptide, malachite green phosphate absorbance; inhibition, % at 20 µM; 340,000 tested, 0.88% active;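 active means inhibition above about 50% at 20 µM, limit read from the data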;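 further: plate controls were DMSO wells with enzyme for no effect and wells lacking enzyme for full effect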
Target sequence (Q9GZU7 76-261 limits assumed): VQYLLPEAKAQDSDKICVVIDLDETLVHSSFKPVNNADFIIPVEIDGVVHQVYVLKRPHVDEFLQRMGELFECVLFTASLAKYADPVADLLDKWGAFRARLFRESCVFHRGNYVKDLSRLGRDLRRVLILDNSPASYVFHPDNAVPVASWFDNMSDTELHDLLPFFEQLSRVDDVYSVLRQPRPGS
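Incubation: 45 min enzyme reaction at room temperature / System: truncated SCP-1 phosphatase (76-261aa) / Reagent: Phospho 17-mer peptide substrate / Buffer or medium: Acidic Tris acetate buffer with magnesium and detergent / Signal: absorbance at 630 nm / Doses: one concentration, 20 µM, with 1.0% DMSO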
NadD block: inhibitors of S. aureus NadD, primary screen, biochemical, colorimetric, uHTS. Nicotinate-nucleotide adenylyltransferase NadD (Staphylococcus aureus N315). purified NadD enzyme, colorimetric absorbance read-out. inhibition, % at 20 µM. 360,000 tested, 0.78% active. AID 602399, 2012; in the data active means inhibition above about 26%; further: some compounds past the cut are filed as inactive
STEP block: STEP phosphatase inhibitors, primary screen, biochemical, fluorescence intensity, uHTS | Tyrosine-protein phosphatase non-receptor type 5 (Homo sapiens), P54829 | recombinant STEP, OMFP fluorogenic substrate | inhibition, % at 20 µM | 360,000 tested, 0.25% active;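 active means inhibition at 20 µM, scaled per plate between control wells, above about 37%, limit read from the data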;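 further: 0% = DMSO with enzyme and substrate and 100% = substrate only without enzyme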
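System: STEP phosphatase, cell-free reaction; Buffer or medium: Bis-Tris pH 6.0 buffer with DTT, detergent; Incubation: 20 min at room temperature, dark; Measured by: fluorescence, 480/540 nm.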
LMPTP block: LMPTP phosphatase inhibitors, primary screen, biochemical, fluorescence intensity, uHTS | Low molecular weight phosphotyrosine protein phosphatase (Homo sapiens), P24666 | recombinant LMPTP-A, OMFP fluorogenic substrate | inhibition, % at 20 µM | 360,000 tested, 0.22% active | AID 651560, 2012;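 active means compounds that cut the enzyme signal by at least half of the control window in the single-dose screen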;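 further: plate controls were DMSO wells with enzyme plus substrate for no effect and substrate without enzyme for full effect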
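Assay system: LMPTP-A, protein tyrosine phosphatase of low molecular weight / Medium: pH 6.0 Bis-Tris buffer with DTT and Triton X-100 / Schedule: 50 min enzyme reaction at room temperature, protected from light / Measured by: endpoint fluorescence intensity from OMFP dephosphorylation / Read-out basis: % inhibition relative to no-enzyme and uninhibited control wells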
CSN inh: inhibitors of CSN-mediated cullin deneddylation, primary screen, biochemical, fluorescence polarization, uHTS; COP9 signalosome complex subunit 5 (Homo sapiens), Q92905; Purified CSN, SCF-Nedd8-OG deneddylation; inhibition, % at 12.5 µM; 360,000 tested, 0.38% active; AID 651999, 2013;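 active means pattern-corrected inhibition above about 35%, with an unprinted fluorescence ratio check between 0.5 and 1.5, limit read from the data, passing the limit was not always enough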;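 further: 0% = enzyme with substrate and 100% = substrate without enzyme; some results filed as inactive read as strong as hits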
Target sequence (Q92905 whole entry, looked up, one chain of several): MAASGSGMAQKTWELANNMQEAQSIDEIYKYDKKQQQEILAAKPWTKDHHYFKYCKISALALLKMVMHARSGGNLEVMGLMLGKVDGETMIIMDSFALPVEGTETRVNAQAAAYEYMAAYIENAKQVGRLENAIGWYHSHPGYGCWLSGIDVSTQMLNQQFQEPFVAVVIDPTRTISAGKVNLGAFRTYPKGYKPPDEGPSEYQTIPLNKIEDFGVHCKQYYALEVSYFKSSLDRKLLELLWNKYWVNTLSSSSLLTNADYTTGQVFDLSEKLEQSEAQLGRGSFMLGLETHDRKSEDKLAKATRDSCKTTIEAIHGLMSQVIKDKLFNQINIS
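Assay system: purified human Csn5 enzyme expressed in HEK293T cells; Input: 0.24 nM Csn5 enzyme, final concentration; Reagent: 10 nM SCFSkp2-Nedd8OG; Compound dosing: 12.5 µM single point; Times: reaction 90 min, room temperature; Technique: fluorescence polarization readout.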
MsrA inh: bovine MsrA enzyme inhibitors, primary screen, biochemical, absorbance, HTS. inhibition, % at 15.5 µM. 360,000 tested, 0.75% active. purified bovine MsrA, absorbance read-out. Methionine sulfoxide reductase A (Bos taurus); in the data active means inhibition above about 4.5%;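 further: 0% = vehicle wells with enzyme and 100% = reference inhibitor wells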
DNMT1 block: human DNMT1 methyltransferase inhibitors, primary screen, biochemical, molecular beacon, fluorescence, HinP1I cleavage, uHTS | DNA (cytosine-5)-methyltransferase 1 (Homo sapiens), P26358 | inhibition (reported as % activation of signal), % at 10 µM | 360,000 tested, 0.83% active; in the data active means inhibition above about 50%
* = called active by the depositor; i = inactive; x = not tested or not shown.

SMILES	SUMO1 PPI mod	TbMetRS inhib	Rpn11 block	Scp1 inh	NadD block	STEP block	LMPTP block	CSN inh	MsrA inh	DNMT1 block
O=C(Cc1ccccc1)NCc1cccnc1	-2	3.6	i	-7	-3	-1	-0.9	-8	-1.6	0
CSc1ccccc1OCc1cc(C(=O)NCc2cnc(C)cn2)no1	-2	0.5	i	-7	1	0	0.1	4	-0.8	0
COc1ccc(OC)c(NC(=O)C(CC(=O)O)Cc2ccc(Cl)cc2)c1 (configuration not stated)	-2	-1.3	i	-10	-1	0	-2.1	-3	-1.0	3
Cc1cccc(-c2nc3c(c(=O)c4ccccc4n3C)c(=O)n2-c2ccccc2)c1	-28	-0.6	i	-15	13	-1	2.5	-2	1.6	15
COc1ccc(C(=O)CSc2nnc(-c3cccnc3)n2Cc2ccco2)cc1	9	1.7	i	5	-4	-1	0.0	-1	0.0	-1
O=C(COC(=O)/C=C/c1cccc([N+](=O)[O-])c1)Nc1ccc(Cl)cn1	-6	0.3	i	0	13	-2	0.6	-1	0.2	9
Cc1ccc(S(=O)(=O)N2CCOC2CNC(=O)C(=O)NCC(C)C)cc1 (configuration not stated)	3	-0.7	i	10	-4	3	0.4	4	0.9	0
Cc1cccc(N2C(=O)CSC23CCCCC3)c1	0	0.1	i	-1	0	5	-1.7	-2	1.4	-1
CCOC(=O)c1ncn2c1[C@@H]1CCNC1C(=O)c1cc(OC)ccc1-2 (some centres not stated)	-1	-0.7	i	-6	-1	1	-0.5	-4	-1.9	2
O=C(CN1C(=O)NC(Cc2c[nH]c3ccccc23)C1=O)NCC(F)(F)F (configuration not stated)	5	-1.4	i	-4	-4	-4	-1.2	-5	1.4	-3
COC(=O)c1c(C)[nH]c(C(=O)NCc2ccco2)c1C	2	-0.1	i	-4	-1	-4	-0.3	-3	-1.2	2
Cc1cccnc1NC(=O)c1cc2ccccc2oc1=O	-26	-0.4	i	-5	-7	1	0.9	-1	2.0	25

Next section, overlapping the part above by 3 compounds.
SMILES	SUMO1 PPI mod	TbMetRS inhib	Rpn11 block	Scp1 inh	NadD block	STEP block	LMPTP block	CSN inh	MsrA inh	DNMT1 block
O=C(CN1C(=O)NC(Cc2c[nH]c3ccccc23)C1=O)NCC(F)(F)F (configuration not stated)	5	-1.4	i	-4	-4	-4	-1.2	-5	1.4	-3
COC(=O)c1c(C)[nH]c(C(=O)NCc2ccco2)c1C	2	-0.1	i	-4	-1	-4	-0.3	-3	-1.2	2
Cc1cccnc1NC(=O)c1cc2ccccc2oc1=O	-26	-0.4	i	-5	-7	1	0.9	-1	2.0	25
COc1ccc(CC(=O)OC(C)C(=O)NCc2ccc3c(c2)OCO3)cc1OC (configuration not stated)	-2	-0.5	i	-6	-9	1	-0.9	0	-0.8	6
Cc1cccc(C)c1NC(=O)C(c1ccc(C(F)(F)F)cc1)n1c(=O)c(-c2ccco2)nc2ccccc21 (configuration not stated)	1	-0.3	x	x	x	x	3.1	32	-0.2	x
CCOC(=O)c1nc(NCc2ccccc2C)c2ccccc2n1	-4	-0.5	i	1	-1	-2	-1.1	7	-0.6	1
CCCCn1c(N)c(N(C(=O)CSc2nnnn2-c2ccc(C)cc2)C2CCCC2)c(=O)[nH]c1=O	4	-0.7	i	-5	8	1	0.0	-3	-0.3	0
O=C(N1CCCC1)C12CC3CC(CC(C3)C1)C2	3	0.2	i	-1	-7	0	-1.3	0	1.3	4
CCc1cccc(NC(=O)C2CCCN2S(=O)(=O)c2ccc3c(c2)n(C)c(=O)c(=O)n3C)c1 (configuration not stated)	0	0.2	i	27	-1	-2	-0.5	-3	0.8	2
c1csc(-c2noc(CN3CCOCC3)n2)c1	1	0.1	i	-6	2	-2	-1.7	0	0.1	0
Cc1ccc(N(CC(=O)NCc2ccco2)S(=O)(=O)c2ccccc2)cc1	-2	-0.6	i	-2	-7	2	-0.3	-1	0.4	5
O=C(C1=C[C@@H](C2CC2)C[C@@H](OCc2ccc(CO)cc2)O1)N1CCOCC1	1	0.3	i	2	4	-2	-0.3	-4	0.0	3
COc1ccc(NC(=O)COC(=O)CCC2CCCCC2)cc1	8	-0.2	i	-13	-8	2	0.2	-2	1.7	-5
O=C(O)CCCCCn1c(SCC(=O)c2ccc(O)c(O)c2)nc2ccsc2c1=O	24	6.2*	i	6	-2	2	1.1	-5	2.0	9
Cc1ccc(S(=O)(=O)Nc2ccccc2CNc2c(C)n(C)n(-c3ccccc3)c2=O)cc1	-8	-0.2	i	-4	2	-1	1.4	-2	-0.2	-2

Pulled by compound from the list above:
SMILES	SUMO1 PPI mod	TbMetRS inhib	Rpn11 block	Scp1 inh	NadD block	STEP block	LMPTP block	CSN inh	MsrA inh	DNMT1 block
CCCCn1c(N)c(N(C(=O)CSc2nnnn2-c2ccc(C)cc2)C2CCCC2)c(=O)[nH]c1=O	4	-0.7	i	-5	8	1	0.0	-3	-0.3	0
CCOC(=O)c1nc(NCc2ccccc2C)c2ccccc2n1	-4	-0.5	i	1	-1	-2	-1.1	7	-0.6	1

Later entries
SMILES	SUMO1 PPI mod	TbMetRS inhib	Rpn11 block	Scp1 inh	NadD block	STEP block	LMPTP block	CSN inh	MsrA inh	DNMT1 block
CCCCc1c(C)c(C#N)c2nc3ccccc3n2c1NCCN(C)C	-13	-0.5	i	-4	-7	-2	-0.9	3	0.4	1
COc1ccc(C(=O)c2oc3nc(C)cc(C)c3c2N)cc1	-20	-0.1	i	-9	1	0	1.2	-3	2.6	-9
O=C(CN1C(=O)C2CC=CCC2C1=O)Nc1nc2ccccc2s1 (configuration not stated)	-2	-0.3	i	-3	-1	0	-0.6	-2	-0.9	-2
CCC1=C(OC(=O)N(CC)CC)N2C(=O)OC(=NCC3CC3)[C@]2(C)[C@H]2C1=CC[C@H]1C(=O)N(CC(=O)OC)C(=O)[C@H]12	6	0.3	i	-1	-5	0	0.9	-4	0.3	0
O=C(O)COc1ccc(/C=C/C(=O)c2ccc3ccccc3c2)cc1	-16	0.1	i	-2	1	1	0.9	19	x	5
Cc1ccc(OCc2n[nH]c(=S)n2-c2ccc(Cl)cc2)cc1	3	-1.7	i	-7	2	1	-2.4	3	0.7	-1
Cc1ccc(S(=O)(=O)NC2CCOC(C)(C)C2)cc1 (configuration not stated)	1	0.0	i	3	2	-1	-2.4	-4	0.1	2
COc1cccc(CNn2cnnc2)c1OCc1ccccc1F	1	-0.5	i	5	-2	0	-2.1	5	0.9	0
CCCCNc1nc(-c2ccccc2)nc(-n2ccnc2)n1	2	-0.2	i	0	3	4	-1.6	-2	-1.4	3
Cc1ccc(NS(=O)(=O)c2ccc(C(=O)NCC(c3ccco3)N3CCCCC3)cc2)cc1 (configuration not stated)	2	-0.1	i	-6	-3	-2	1.4	4	-0.2	-5
O=C(CNC(=O)N1CC(=O)Nc2ccccc21)Nc1cccc(F)c1	2	-0.3	i	-8	0	0	-0.6	0	1.8	3
COCc1cc(C)nc2oc(C(=O)c3ccccc3)c(N)c12	-26	-0.1	i	-14	-3	3	-0.6	2	0.8	-2
N#Cc1ccsc1NC(=O)CCc1ccccc1	0	-0.7	i	-11	-5	-6	-1.3	-3	1.3	-2
NC(=O)C1CCN(C(=O)c2cc(S(=O)(=O)N3CCOCC3)ccc2Cl)CC1	0	-0.7	i	-2	-5	-2	-1.0	-9	-1.4	1

Single values from above.
`CCC1=C(OC(=O)N(CC)CC)N2C(=O)OC(=NCC3CC3)[C@]2(C)[C@H]2C1=CC[C@H]1C(=O)N(CC(=O)OC)C(=O)[C@H]12` @ DNMT1 block = 0
`COc1ccc(C(=O)c2oc3nc(C)cc(C)c3c2N)cc1` @ STEP block = 0
`NC(=O)C1CCN(C(=O)c2cc(S(=O)(=O)N3CCOCC3)ccc2Cl)CC1` @ LMPTP block = -1.0
`CCCCc1c(C)c(C#N)c2nc3ccccc3n2c1NCCN(C)C` @ STEP block = -2
